CHRM5 antagonist – CHRM5 antagonism in calcium assay; inhibition, % at 3 µM; AID 624040; 360,000 compounds, 0.59% hits; P08912; CHO-hM5 cells, Fluo-8 calcium fluorescence, ACh EC80;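 active means inhibition above a per-plate cutoff, the mean of that plate's test compounds plus 3 SD, cut at about 27% in these data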;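 further: 0% = acetylcholine EC80 with DMSO and 100% = DMSO without agonist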
Target sequence (P08912 whole entry, looked up): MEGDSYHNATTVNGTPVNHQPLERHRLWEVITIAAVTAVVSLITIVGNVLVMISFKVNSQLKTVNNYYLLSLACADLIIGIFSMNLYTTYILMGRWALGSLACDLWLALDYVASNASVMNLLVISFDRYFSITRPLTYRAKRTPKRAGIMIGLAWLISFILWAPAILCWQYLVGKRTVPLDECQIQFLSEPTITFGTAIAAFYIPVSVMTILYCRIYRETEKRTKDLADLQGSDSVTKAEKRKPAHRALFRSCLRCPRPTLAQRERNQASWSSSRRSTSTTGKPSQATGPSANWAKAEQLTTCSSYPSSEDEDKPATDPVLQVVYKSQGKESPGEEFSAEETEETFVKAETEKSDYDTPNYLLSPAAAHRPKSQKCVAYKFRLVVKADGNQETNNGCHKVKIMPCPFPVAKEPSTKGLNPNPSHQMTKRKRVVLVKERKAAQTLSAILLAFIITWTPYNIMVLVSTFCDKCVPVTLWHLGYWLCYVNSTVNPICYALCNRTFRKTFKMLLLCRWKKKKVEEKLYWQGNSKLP
M4 ag – agonists of human muscarinic M4 receptor (CHRM4); activation, % at 3 µM; CHO-K1 hM4/Gqi5, Fluo-8 calcium fluorescence; vehicle 0%, full acetylcholine response 100%; AID 624127; 360,000 compounds, 0.14% hits;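 active means activation above the run mean over all test wells plus 3 SD, cut at about 32% in these data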;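 further: peak over basal fluorescence ratio per well then scaled between controls; 0% = DMSO wells and 100% = acetylcholine at EC100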
Target sequence (P08173 whole entry, looked up): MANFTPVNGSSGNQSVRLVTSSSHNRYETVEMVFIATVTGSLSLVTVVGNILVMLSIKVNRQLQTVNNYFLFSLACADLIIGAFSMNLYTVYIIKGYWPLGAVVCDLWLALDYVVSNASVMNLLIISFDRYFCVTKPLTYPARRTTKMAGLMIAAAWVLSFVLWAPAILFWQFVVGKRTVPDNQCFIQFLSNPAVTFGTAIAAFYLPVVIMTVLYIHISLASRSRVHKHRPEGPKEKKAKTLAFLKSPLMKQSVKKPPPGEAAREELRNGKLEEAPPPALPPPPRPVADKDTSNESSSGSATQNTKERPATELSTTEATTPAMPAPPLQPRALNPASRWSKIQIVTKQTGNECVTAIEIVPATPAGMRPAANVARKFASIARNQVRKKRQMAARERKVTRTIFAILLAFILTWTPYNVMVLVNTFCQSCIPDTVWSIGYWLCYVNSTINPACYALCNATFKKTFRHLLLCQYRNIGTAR
M5 PAM – potentiates acetylcholine response at human M5 receptor; P08912; activation, % at 3 µM; CHO-K1 hM5, Fluo-8 calcium, ACh EC20 PAM; 0% = ACh EC20, 100% = ACh EC100; AID 624038; 360,000 compounds, 0.3% hits;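 active means activation above the run cutoff, the mean activation of all test compounds plus 3 SD, cut at about 18% in these data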
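System – CHO-K1 hM5 cells · Compound – 3 µM, single dose · Incubation – compound preincubation 140 s before EC20 acetylcholine addition · Technique – Fluo-8 calcium fluorescence · Measure – Max/basal fluorescence ratio as % of EC20–EC100 ACh window · Benchmarks – low control EC20 acetylcholine (0%), high control EC100 acetylcholine (100%) · Replication – singlicate, one well per test compound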
M1 ag parental – nonselective activator or artifact in parental CHO-K1 cells; Fluo-8 calcium fluorescence; scaled to maximal ATP response, vehicle zero; activation, % at 3 µM; 360,000 compounds, 0.48% hits; in the data active means activation above about 15%;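 further: untransfected CHO-K1 host cells lacking M1 receptor as counterscreen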
CHRM4 antagonist – CHRM4 antagonism in calcium assay | CHO-hM4 cells, ACh EC80, Fluo-8 calcium fluorescence | inhibition, % at 3 µM | 360,000 compounds, 0.73% hits;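 active means inhibition above its plate's cutoff, the mean inhibition of sample wells plus 3 SD, cut at about 27% in these data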;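 further: 0% = acetylcholine EC80 with DMSO and 100% = DMSO without agonist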
CHO-K1 Ca antag – counter-screen for M1 antagonists: effect in parental CHO-K1 cells. ATP-induced calcium, Fluo-8 fluorescence. inhibition, % at 3 µM. 360,000 compounds, 0.6% hits;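 active means inhibition above a per-plate cutoff, the plate's mean sample inhibition plus 3 SD, cut at about 24% in these data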;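 further: 0% = DMSO plus EC80 ATP and 100% = DMSO alone without ATP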
M5 ag – CHRM5 agonism in calcium assay; AID 624037; 360,000 compounds, 0.19% hits; CHO-K1 hM5 cells, Fluo-8 calcium fluorescence; 0% DMSO wells, 100% maximal acetylcholine response; activation, % at 3 µM;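 active means activation above the run's mean over test compounds plus 3 SD, cut at about 23% in these data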;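 further: signal is peak over basal fluorescence ratio across the kinetic read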
CHRM4 PAM – CHRM4 positive allosteric modulation; 360,000 compounds, 0.4% hits; CHO-K1 hM4/Gqi5, Fluo-8 calcium fluorescence, ACh EC20; 0% = ACh EC20, 100% = maximal ACh; activation, % at 3 µM;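 active means activation above its plate's cutoff, the mean activation of sample wells plus 3 SD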; further: some results filed as inactive read as strong as hits
M1 PAM parental – M1 PAM counterscreen hit in parental CHO-K1 cells | ATP EC20, Fluo-8 calcium fluorescence; 0% at ATP EC20, 100% at ATP max | activation, % at 3 µM | AID 602247 | 360,000 compounds, 0.02% hits;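 active means activation above the run cutoff, the mean activation of all test compounds plus 3 SD, cut at about 40% in these data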;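 further: peak over basal fluorescence ratio in a 140 s read after ATP addition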
An asterisk follows results filed as active.

Nc1c(Br)cc2c([nH]c(=O)c3ccccc32)c1Br was read as CHRM5 antagonist -9, M4 ag 0, M5 PAM 2, M1 ag parental -0.4, CHRM4 antagonist -14, CHO-K1 Ca antag -6, M5 ag -3, CHRM4 PAM 7 and M1 PAM parental -14.
O=C(c1ccc2ccccc2c1)c1c[nH]cc1-c1ccccc1 was read as CHRM5 antagonist -1, M4 ag 1, M5 PAM -19, M1 ag parental 0.1, CHRM4 antagonist 12, CHO-K1 Ca antag -2, M5 ag -9, CHRM4 PAM -4 and M1 PAM parental -2.
Screening CN(Cc1ccccc1)C(=O)COC(=O)C1CCN(S(=O)(=O)c2ccc(Cl)c(C(F)(F)F)c2)CC1 returned CHRM5 antagonist -7, M4 ag 6, M5 PAM -5, M1 ag parental 3.6, CHRM4 antagonist -5, CHO-K1 Ca antag 1, M5 ag 3, CHRM4 PAM -8 and M1 PAM parental 5.
COc1ccc(N(Cc2cc3ccccc3[nH]c2=O)S(=O)(=O)c2ccc(C)cc2)cc1 was read as CHRM5 antagonist 4, M4 ag 3, M5 PAM -5, M1 ag parental 0.8, CHRM4 antagonist -3, CHO-K1 Ca antag 1, M5 ag 1, CHRM4 PAM 0 and M1 PAM parental 20.
For COc1ccc(OCC(=O)N2CCN(C(=O)c3cccc4ccccc34)CC2)cc1 the results were CHRM5 antagonist 2, M4 ag 2, M5 PAM -5, M1 ag parental 1.4, CHRM4 antagonist 10, CHO-K1 Ca antag -14, M5 ag 0, CHRM4 PAM 0 and M1 PAM parental 20.
Cc1cc(C)cc(OCC(=O)NNC(=S)NC(=O)C2CC2)c1 was read as CHRM5 antagonist 28*, M4 ag 6, M5 PAM -2, M1 ag parental -0.4, CHRM4 antagonist 4, CHO-K1 Ca antag 15, M5 ag -3, CHRM4 PAM 9 and M1 PAM parental -15.
Screening COC(=O)C(=O)C/C(=N/Nc1ncnc2ccccc12)c1ccc(Cl)cc1 returned CHRM5 antagonist 15, M4 ag 17, M5 PAM -5, M1 ag parental 4.8, CHRM4 antagonist -10, CHO-K1 Ca antag -4, M5 ag 3, CHRM4 PAM -8 and M1 PAM parental 5.
Cc1nn(Cc2noc(C(=O)NCCCn3ccnc3)n2)c(C)c1Br was read as CHRM5 antagonist 2, M4 ag 0, M5 PAM -3, M1 ag parental 0.5, CHRM4 antagonist -20, CHO-K1 Ca antag -8, M5 ag -5, CHRM4 PAM 1 and M1 PAM parental -16.
O=S(=O)(c1ccccc1)N1CCc2ccccc21 was read as CHRM5 antagonist 0, M4 ag -1, M5 PAM 7, M1 ag parental 1.0, CHRM4 antagonist 11, CHO-K1 Ca antag -5, M5 ag -6, CHRM4 PAM -1 and M1 PAM parental 18.
Screening Cc1cc(=O)oc2c(C)c(OCC(=O)Nc3cccnc3)ccc12 returned CHRM5 antagonist 6, M4 ag 3, M5 PAM 2, M1 ag parental 4.2, CHRM4 antagonist 4, CHO-K1 Ca antag -3, M5 ag -1, CHRM4 PAM 5 and M1 PAM parental -1.
Cc1ccc(S(=O)(=O)N2CCCN(S(=O)(=O)c3ccc(C)c(C)c3)CC2)cc1C was read as CHRM5 antagonist -2, M4 ag 1, M5 PAM 2, M1 ag parental -0.1, CHRM4 antagonist 10, CHO-K1 Ca antag -5, M5 ag 1, CHRM4 PAM 3 and M1 PAM parental -10.
CC(C)Sc1nnc([C@H](Cc2ccccc2)NC(=O)OC(C)(C)C)o1 was read as CHRM5 antagonist 0, M4 ag -1, M5 PAM 2, M1 ag parental 1.3, CHRM4 antagonist 5, CHO-K1 Ca antag -18, M5 ag 0, CHRM4 PAM 2 and M1 PAM parental 16.
Screening CCc1ccc(CCC(=O)Nc2sc(C)c(C)c2C(=O)OC)o1 returned CHRM5 antagonist 1, M4 ag -2, M5 PAM -6, M1 ag parental -0.3, CHRM4 antagonist -3, CHO-K1 Ca antag -10, M5 ag -3, CHRM4 PAM -4 and M1 PAM parental 6.
Screening COc1ccc(-c2csc(C(C)(O)c3ccc(F)c(F)c3)n2)cn1 (configuration not stated) returned CHRM5 antagonist 5, M4 ag 4, M5 PAM -5, M1 ag parental 1.7, CHRM4 antagonist 4, CHO-K1 Ca antag -14, M5 ag -1, CHRM4 PAM 2 and M1 PAM parental 21.
Screening Cc1noc(C)c1CSCC(=O)Nc1nnc(CC(C)C)s1 returned CHRM5 antagonist 1, M4 ag 1, M5 PAM -1, M1 ag parental 1.5, CHRM4 antagonist 2, CHO-K1 Ca antag -12, M5 ag -4, CHRM4 PAM -8 and M1 PAM parental 11.
Screening COc1ccc(C=C(c2ccc(OC)cc2)c2ccc(OC)cc2)cc1 returned CHRM5 antagonist -8, M4 ag 0, M5 PAM -2, M1 ag parental 0.9, CHRM4 antagonist -18, CHO-K1 Ca antag -18, M5 ag -4, CHRM4 PAM -3 and M1 PAM parental 17.
For CCN(Cc1ccc2c(c1)OCCO2)C(=O)CN1C(=O)NC2(CCCCC2)C1=O the results were CHRM5 antagonist 5, M4 ag 2, M5 PAM -8, M1 ag parental 0.1, CHRM4 antagonist 9, CHO-K1 Ca antag -30, M5 ag 1, CHRM4 PAM 9 and M1 PAM parental 27.
Cc1cccc(C(=O)NCCNC(=O)c2ccccn2)c1 was read as CHRM5 antagonist 0, M4 ag 0, M5 PAM 5, M1 ag parental 0.2, CHRM4 antagonist -5, CHO-K1 Ca antag -19, M5 ag -3, CHRM4 PAM -2 and M1 PAM parental 1.
`Cc1ccccc1OCC(=O)O/N=C(\N)Cc1cccs1` gave CHRM5 antagonist 1, M4 ag -2, M5 PAM -5, M1 ag parental -0.2, CHRM4 antagonist -4, CHO-K1 Ca antag -10, M5 ag -2, CHRM4 PAM -5 and M1 PAM parental -4.
For CC(=O)Nc1cccc(NC(=S)Nc2ccc(F)cc2F)c1 the results were CHRM5 antagonist 9, M4 ag 0, M5 PAM -8, M1 ag parental 5.6, CHRM4 antagonist 3, CHO-K1 Ca antag 4, M5 ag -4, CHRM4 PAM -1 and M1 PAM parental 14.
Screening O=C(c1ccc(CSCc2ccccc2F)o1)N1CCN(c2ccc(N3CCOCC3)nn2)CC1 returned CHRM5 antagonist -1, M4 ag 11, M5 PAM -13, M1 ag parental 3.4, CHRM4 antagonist -29, CHO-K1 Ca antag -9, M5 ag 2, CHRM4 PAM -4 and M1 PAM parental 23.
CCOC(=O)CSC1=C(C#N)C(c2ccc3c(c2)OCO3)CC(=O)N1 (configuration not stated) was read as CHRM5 antagonist 5, M4 ag 0, M5 PAM -3, M1 ag parental 0.2, CHRM4 antagonist 3, CHO-K1 Ca antag -1, M5 ag -5, CHRM4 PAM -1 and M1 PAM parental -3.
COc1ccc2c(CC(=O)N3CCc4cc(OC)c(OC)cc4C3)coc2c1 was read as CHRM5 antagonist 6, M4 ag 0, M5 PAM -3, M1 ag parental 0.8, CHRM4 antagonist 3, CHO-K1 Ca antag -13, M5 ag 0, CHRM4 PAM -1 and M1 PAM parental 0.
Screening Cn1ccnc1SCc1nc2c(cnn2-c2ccccc2)c(=O)[nH]1 returned CHRM5 antagonist -5, M4 ag 1, M5 PAM -1, M1 ag parental 0.8, CHRM4 antagonist 2, CHO-K1 Ca antag -16, M5 ag -2, CHRM4 PAM -10 and M1 PAM parental 14.
`O=C(NNC(=O)c1ccccc1Br)c1ccc(Cl)cc1` gave CHRM5 antagonist 1, M4 ag 3, M5 PAM 3, M1 ag parental 1.4, CHRM4 antagonist 7, CHO-K1 Ca antag -13, M5 ag 2, CHRM4 PAM 4 and M1 PAM parental 10.
Screening O=S(=O)(c1ccc(Cl)s1)N1CCNCC1 returned CHRM5 antagonist 7, M4 ag 0, M5 PAM -6, M1 ag parental 0.3, CHRM4 antagonist 0, CHO-K1 Ca antag -7, M5 ag -6, CHRM4 PAM 6 and M1 PAM parental 11.
CCC(CC)c1nnc(NC(=O)Cc2c[nH]c3ccccc23)s1 was read as CHRM5 antagonist 2, M4 ag 2, M5 PAM 3, M1 ag parental 1.1, CHRM4 antagonist 0, CHO-K1 Ca antag 10, M5 ag 6, CHRM4 PAM 3 and M1 PAM parental 7.
`CC(C)N(C#N)c1nc(N2CCOCC2)nc(N2CCOCC2)n1` gave CHRM5 antagonist -10, M4 ag 1, M5 PAM 6, M1 ag parental 0.5, CHRM4 antagonist -4, CHO-K1 Ca antag -15, M5 ag 2, CHRM4 PAM -3 and M1 PAM parental 17.
`COC(=O)[C@@]12CCCN1[C@H](c1ccc(-c3ccc(F)cc3)cc1)[C@H]1C(=O)N(C)C(=O)[C@H]12` gave CHRM5 antagonist -5, M4 ag 3, M5 PAM 2, M1 ag parental -0.4, CHRM4 antagonist -12, CHO-K1 Ca antag 8, M5 ag -2, CHRM4 PAM 10 and M1 PAM parental -3.
Screening CC(C)CC(OC(=O)c1cccs1)C(=O)NCc1ccco1 (configuration not stated) returned CHRM5 antagonist 0, M4 ag 0, M5 PAM -1, M1 ag parental 0.0, CHRM4 antagonist -1, CHO-K1 Ca antag -11, M5 ag -4, CHRM4 PAM 3 and M1 PAM parental -4.
`COC(=O)Nc1ccc(S(=O)(=O)N2c3ccccc3CCC2C)cc1` (configuration not stated) gave CHRM5 antagonist 21, M4 ag 3, M5 PAM -11, M1 ag parental 3.4, CHRM4 antagonist 3, CHO-K1 Ca antag -5, M5 ag -3, CHRM4 PAM -12 and M1 PAM parental 17.
For CC(=O)c1ccc(C(=O)N2CCCC(C(=O)c3ccc(Cl)cc3)C2)s1 (configuration not stated) the results were CHRM5 antagonist 10, M4 ag 4, M5 PAM -8, M1 ag parental 1.0, CHRM4 antagonist 7, CHO-K1 Ca antag 4, M5 ag -3, CHRM4 PAM -8 and M1 PAM parental -25.
Screening Cc1ccc(-c2csc(C3=C(O)CN(NC(=O)c4ccco4)C3=N)n2)cc1 returned CHRM5 antagonist 2, M4 ag 0, M5 PAM -13, M1 ag parental 0.2, CHRM4 antagonist -3, CHO-K1 Ca antag -15, M5 ag 2, CHRM4 PAM -7 and M1 PAM parental 18.
CCOC(=O)c1sc2nc(CSc3ccccc3)nc(N3CCCN(C)CC3)c2c1C was read as CHRM5 antagonist -1, M4 ag 12, M5 PAM 0, M1 ag parental 4.7, CHRM4 antagonist 1, CHO-K1 Ca antag -19, M5 ag -6, CHRM4 PAM -11 and M1 PAM parental 22.
Cn1c(=O)c2[nH]c(C(O)c3ccc(Cl)cc3)nc2n(C)c1=O (configuration not stated) was read as CHRM5 antagonist -2, M4 ag 2, M5 PAM 0, M1 ag parental -0.1, CHRM4 antagonist -17, CHO-K1 Ca antag -10, M5 ag 0, CHRM4 PAM 6 and M1 PAM parental -18.

2 neighbouring records out of the list so far, quoted:
CCOC(=O)c1sc2nc(CSc3ccccc3)nc(N3CCCN(C)CC3)c2c1C was read as CHRM5 antagonist -1, M4 ag 12, M5 PAM 0, M1 ag parental 4.7, CHRM4 antagonist 1, CHO-K1 Ca antag -19, M5 ag -6, CHRM4 PAM -11 and M1 PAM parental 22.
Cn1c(=O)c2[nH]c(C(O)c3ccc(Cl)cc3)nc2n(C)c1=O (configuration not stated) was read as CHRM5 antagonist -2, M4 ag 2, M5 PAM 0, M1 ag parental -0.1, CHRM4 antagonist -17, CHO-K1 Ca antag -10, M5 ag 0, CHRM4 PAM 6 and M1 PAM parental -18.

Screens deposited in PubChem by The Scripps Research Institute Molecular Screening Center.

An unsorted share of the library; about 2.7% have a hit in one of these screens.
